From PubChem
aSyn yeast inh – alpha-synuclein toxicity inhibition in yeast. Potency, µM (doses to about 46.1 µM), without a hit: at the top dose growth rescue (activation), most hits filed as activators. 370,000 tested, 0.14% active. AID 652106. Yeast expressing alpha-synuclein, growth rescue, BacTiter-Glo, 24 h; further: potency means the concentration at half of the fitted maximal effect; % of control where 0% means no effect; nearly all actives have a fitted effect of over 65% in size
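Readout is rescue of growth in alpha-synuclein-expressing yeast, so inhibitors of toxicity appear as activators. Growth after 24 hr at 30 deg C in galactose medium is quantified by luminescence.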
pAkt inh – blocks phosphorylation of Akt. Neuro2A IGF-stimulated pAkt S473 HTRF, 20 min; stronger effect = lower value. activity change, % for hits at 50 µM. 360,000 tested, 0.32% active. AID 651550; in the data active means activity change below about -80%; inconclusive means mostly about -51% to -80%; further: on the % scale 0 is the no-effect control and ±100 the full control effect
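Single-point screen (50 µM final compound) in Neuro2A cells stimulated 20 min with 6 nM IGF at 37 deg C. After lysis, Ser473-phosphorylated Akt read by HTRF (ex 330 nm, em 615/665 nm) as the 665/615 ratio.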
TDP43 rescue – inhibitors of TDP-43 toxicity in yeast | TDP-43 expressing yeast growth rescue, BacTiter-Glo, 24 h | Potency, µM (doses to about 46.1 µM), without a hit: top-dose growth rescue (activation), usual class: activators | 410,000 tested, 1.8% active | AID 652104; further: potency means the concentration at half of the fitted maximal effect; % of control where 0% means no effect; nearly all actives have a fitted effect of over 50% in size
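Galactose-induced TDP-43 yeast, OD600=0.02, compound pinned; 24 hr, 30 deg C; BacTiter-Glo luminescence for growth. Inhibitors of TDP-43 toxicity read as activators.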
GLP1R inv ag – inverse agonists of human GLP-1 receptor. 410,000 tested, 1.6% active. P43220. HEK293 GLP-1R CRE-luciferase, luminescence, 24 h; GLP-1R form is constitutively active. AID 624417. Potency, µM (series often up to 38.3 µM), without a hit: at the top dose activity change, negative = inhibition, hits mostly inhibitors; further: potency means the concentration at half of the fitted maximal effect; on the % scale 0 is the no-effect control and ±100 the full control effect; nearly all actives have a fitted effect of over 55% in size
Target sequence (P43220 whole entry, looked up): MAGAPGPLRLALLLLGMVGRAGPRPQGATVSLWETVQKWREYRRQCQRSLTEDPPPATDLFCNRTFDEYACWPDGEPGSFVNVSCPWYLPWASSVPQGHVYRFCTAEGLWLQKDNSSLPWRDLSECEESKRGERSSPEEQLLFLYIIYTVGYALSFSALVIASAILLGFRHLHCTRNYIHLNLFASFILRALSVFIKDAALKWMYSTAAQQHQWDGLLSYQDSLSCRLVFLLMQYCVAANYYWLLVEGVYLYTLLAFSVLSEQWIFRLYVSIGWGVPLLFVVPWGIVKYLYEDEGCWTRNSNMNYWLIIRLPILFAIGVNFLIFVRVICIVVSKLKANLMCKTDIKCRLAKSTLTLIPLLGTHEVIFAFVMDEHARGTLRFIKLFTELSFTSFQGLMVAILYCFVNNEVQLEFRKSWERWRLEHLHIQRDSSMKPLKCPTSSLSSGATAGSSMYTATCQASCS
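Readout was luciferase luminescence, measured 12 min after detection reagent at room temperature. Beforehand, GLP-1R reporter HEK293 cells had sat 12 h, then received compounds for 24 hr at 37 deg C.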
GLP1R cytotox – cytotoxicity counter-screen for GLP-1 receptor inverse agonists | 410,000 tested, 0.13% active | Potency, µM (titrated, usually from 38.3 µM), without a hit: top-dose activity change, negative = inhibition, most hits filed as inhibitors | HEK293 cAMP-luciferase reporter cells, luminescence, 24 h | AID 624418;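 further: loss of luciferase light is scored as toxicity; potency means the concentration at half of the fitted maximal effect; on the % scale 0 is the no-effect control and ±100 the full control effect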
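Luminescence readout: signal drop marks cytotoxicity. Plated cells grew 12 h at 37 °C, 5% CO2, received 23 nL compound for 24 h, then got luciferase reagent, read after 12 min at RT.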
MmCpn inh – blocks the Methanococcus maripaludis chaperonin Mm-Cpn; Potency, µM (top dose mostly 76.9 µM), inactives show at the highest dose activity, negative = inhibition, usual class: inhibitors; purified Mm-Cpn ATPase, ADP Transcreener TR-FRET; 330,000 tested, 0.031% active; further: potency means the concentration at half of the fitted maximal effect; on the % scale 0 is the no-effect control and ±100 the full control effect; nearly all actives have a fitted effect of over 80% in size
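Purified archaeal chaperonin (25 nM final) was preincubated with compound for 10 min at 37°C, then ATP (10 uM final) was added for 30 min at 37°C in Tris pH 7.4/KCl/MgCl2/DTT buffer. ADP was quantified by HTRF Transcreener TR-FRET.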
FUS suppressor – FUS proteinopathy suppression in yeast. AID 1347120. S. cerevisiae FUS-expressing, growth rescue, OD600, 24 h. 390,000 tested, 0.24% active. Potency, µM (top dose mostly 76.6 µM), inactives show top-dose growth rescue (activation), hits mostly activators;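 further: potency means the concentration at half of the fitted maximal effect; plate controls were DMSO vehicle for no effect and reference control for full effect; nearly all actives have a fitted effect of over 55% in size; some results filed as inactive show a strong effect at the top dose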
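Galactose (2%) drives FUS expression in yeast precultured in raffinose; seeding density OD 0.005. Test compounds incubated 24hr at 30C and 99% humidity before absorbance at 600 nm was measured.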
Abeta yeast res – restores growth of yeast expressing A-beta42 peptide; yeast expressing A-beta42, growth rescue, OD600, 48 h; response scale: 0% DMSO, 100% iron-clioquinol control; 410,000 tested, 0.063% active; Potency, µM (doses to about 46.1 µM), without a hit: at the top dose growth rescue, hits mostly activators; further: potency means the concentration at half of the fitted maximal effect; nearly all actives have a fitted effect of over 55% in size
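Growth rescue measured by 600 nm absorbance after 48 h yeast culture at 30 C with compound. Values normalized between DMSO and an equimolar ferric chloride plus clioquinol control.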
PTHR1 agonist – agonists of human PTHR1 parathyroid hormone receptor. AID 743266. Q03431. HEK293 GP2 PTHR1 cells, GloSensor cAMP luminescence, 1 h. Potency, µM (top dose mostly 115 µM), inactives show at the top dose activation, most hits filed as activators. 410,000 tested, 0.075% active; further: potency means the concentration at half of the fitted maximal effect; nearly all actives have a fitted effect of over 55% in size; some results filed as inactive show a strong effect at the top dose; inactives centre near -15; many of its hits are not listed in these tables
Target sequence (Q03431 whole entry, looked up): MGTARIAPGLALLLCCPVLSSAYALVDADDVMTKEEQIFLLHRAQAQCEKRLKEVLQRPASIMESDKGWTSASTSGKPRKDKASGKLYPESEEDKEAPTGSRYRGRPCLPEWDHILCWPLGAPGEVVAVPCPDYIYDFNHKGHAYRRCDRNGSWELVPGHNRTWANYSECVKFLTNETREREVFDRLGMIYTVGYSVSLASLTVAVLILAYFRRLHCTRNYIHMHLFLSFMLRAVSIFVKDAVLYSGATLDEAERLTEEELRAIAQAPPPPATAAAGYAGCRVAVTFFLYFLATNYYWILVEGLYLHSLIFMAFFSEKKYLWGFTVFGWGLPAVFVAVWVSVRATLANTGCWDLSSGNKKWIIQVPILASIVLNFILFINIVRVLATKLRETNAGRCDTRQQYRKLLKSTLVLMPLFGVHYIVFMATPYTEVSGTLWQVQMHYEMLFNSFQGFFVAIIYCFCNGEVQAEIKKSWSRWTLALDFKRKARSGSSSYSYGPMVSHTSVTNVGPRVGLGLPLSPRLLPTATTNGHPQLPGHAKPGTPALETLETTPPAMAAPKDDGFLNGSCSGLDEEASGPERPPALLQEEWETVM
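HEK-293-derived GP2 cells expressing PTHR1 and a GloSensor cAMP reporter, 3,000/well, plated overnight, given luciferin plus IBMX (each 0.5 mM as added) for 1 h at 37 °C, then compound for 1 h at 37 °C. Luminescence was read after 15 min at room temperature.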
* hit, by the source's call; i = inactive; u = inconclusive; x = no result given; [ ] = another dose, or the depositor's remark. Unless noted, the call rests on the fitted dose curve; in most records, active means well fitted curve in the direction sought with a large enough effect; inconclusive means small, poorly fitted or top-dose-only effect, or another doubt; inactive means no such curve, though single readings can be large; an effect the other way counts as inactive or inconclusive.

| SMILES | aSyn yeast inh | pAkt inh | TDP43 rescue | GLP1R inv ag | GLP1R cytotox | MmCpn inh | FUS suppressor | Abeta yeast res | PTHR1 agonist |
| --- | --- | --- | --- | --- | --- | --- | --- | --- | --- |
| O=C(NCCCN1CCCC1=O)c1cc(S(=O)(=O)N2CCOCC2)c(Cl)cc1Cl | -5.1% | i | -14.4% | -12.6% | -2.1% | -2.7% | 3.0% | -6.5% | -12.0% |
| CCOc1ccc(CNS(=O)(=O)c2cccs2)cc1OCC | 2.0% | i | 24.5% | -8.1% | 4.0% | -3.4% | -9.6% | -2.4% | -13.6% |
| Cc1sc2ncn3ncnc3c2c1C | 5.1% | i | u | 33.4%[activator] | 36.3%[activator] | -1.5% | 2.7% | 2.7% | i |
| COc1ccc(Cl)cc1C(=O)NNC(=O)c1ccncc1 | 0.8% | i | -15.7% | 6.3% | 0.4% | -1.5% | -11.2% | -19.8% | -24.0% |
| COC(=O)c1ccc(C)c(NC(=O)CCCN2C(=O)NC(C)(C)C2=O)c1 | -0.1% | i | 20.7% | 0.0% | -7.1% | 0.8% | x | 0.6% | i |
| COc1ccc(NC(=O)CNCc2ccc(Cl)cc2)cc1S(=O)(=O)N1CCOCC1 | -9.4% | i | 6.3% | 8.8% | -0.1% | -3.1% | -10.6% | 18.3% | i |
| CCOc1ccccc1/C=N/NC(=O)c1cc(C(C)C)[nH]n1 | -1.7% | i | -15.3% | 0.6% | -0.5% | -0.3% | 9.0% | -1.4% | -8.8% |
| CCCc1ccc(-c2csc(NC(=O)C3=COCCO3)n2)cc1 | -4.9% | i | 15.8µM* | 1.3% | 1.8% | -3.4% | 34.6% | -20.6% | -29.5% |
| O=C(COC(=O)c1c(Cl)cccc1Cl)Nc1cccc(S(=O)(=O)NC2=NCCCCC2)c1 | -0.8% | i | 11.9% | 6.7% | -31.1% | 2.3% | 33.1% | 5.9% | -20.3% |
| CCOC(=O)[C@@H]1[C@H]2COc3cc(OC)ccc3[C@@H]2N2C(=O)N(c3cccc(F)c3)C(=O)[C@@]12C | -3.4% | i | -14.5% | 1.9% | 2.4% | 3.6% | 24.9% | -5.3% | 27.5% |
| CC(Sc1nnc(-c2cccnc2)n1N)C(=O)NCCC1=CCCCC1 (configuration not stated) | 1.4% | i | 18.3% | 0.5% | 5.9% | -1.9% | -0.8% | -13.3% | i |
| N#CC(c1ccccc1)C(CC(=NO)c1ccccc1)c1ccccc1 (configuration not stated) | u | i | 17.8µM* | 8.91µM* | -2.9% | x | 21.4% | 1.0% | -31.7%[inhibitor] |
| CC1(C)C2CCC1(C)C(NC(=O)/C=C/c1ccccc1)C2 (configuration not stated) | -28.5% | i | u | 7.08µM* | -9.9% | 1.8% | 25.7% | -11.3% | -24.0% |
| CC(C)(CO)NC(=O)C12CC3CC(CC(Br)(C3)C1)C2 | 0.5% | i | 9.6% | 1.4% | 0.9% | 2.3% | -20.3% | 4.4% | i |
| Cc1ccc(NC(=O)COC(=O)c2ccc([N+](=O)[O-])o2)cc1S(=O)(=O)N1CCCCCC1 | -5.6% | i | -13.2% | 9.6% | -11.7% | 0.0% | -8.6% | 0.8% | i |
| O=Cc1c(Nc2ccccc2Cl)nc2ccccn2c1=O | 0.1% | i | 7.7% | 12.7% | -19.1% | 1.3% | -2.9% | 2.9% | -20.1% |
| CCOc1ccc(NC(=O)c2ccc(F)c(S(=O)(=O)N(Cc3ccc(C(=O)OC)cc3)Cc3ccc(OC)c(OC)c3)c2)cc1 | x | x | 8.8% | -12.5% | -14.3% | x | 4.8% | 3.7% | i |
| Nc1nnc(SC2CCCC2)s1 | -9.6% | i | 15.7% | 13.5% | -4.1% | 1.9% | x | -7.8% | i |
| O=C(c1cccs1)N1CCN(CCCc2ccccc2)CC1 | -6.7% | x | -14.4% | -9.7% | -9.6% | -1.7% | 13.0% | 0.0% | u |
| Cc1ccc(-n2nnnc2SCn2nnc3ccccc3c2=O)cc1 | 11.0% | i | u | -15.5% | 0.6% | 0.8% | 8.2% | 4.0% | -16.0%[57.5 µM] |
| COc1ccc(N2CCN(C(=O)c3c(-c4ccccc4)noc3C)CC2)cc1 | 18.3% | i | u | -7.8% | 14.2% | 1.9% | 14.6% | 1.5% | -27.6% |
| O=C(COC(=O)CNC(=O)C12CC3CC(CC(C3)C1)C2)NC1CCS(=O)(=O)C1 (configuration not stated) | -0.9% | i | -9.4% | 8.6% | 0.1% | -8.6% | 3.1% | -13.8% | -10.6% |
| CSc1nc2c(cc1C#N)CCCCC2 | -3.1% | i | -6.5% | -7.4% | -5.4% | 0.9% | x | 2.0% | -23.7% |
| Cc1ccccc1OCCCCc1c(C)n[nH]c1C | -1.9% | i | -0.3% | -15.9% | -2.6% | -1.7% | 13.9% | 5.4% | -25.6% |
| COc1ccccc1NC(=O)COc1cccnc1[N+](=O)[O-] | 9.3% | i | 7.94µM* | 14.7% | -19.7% | 0.3% | -13.0% | -56.1%[inhibitor] | -9.5% |
| COc1ccc(-c2noc(CCCC(=O)N3CCOCC3)n2)cc1 | -1.1% | i | -5.9% | -10.3% | -4.3% | -2.2% | 17.2% | -13.1% | -3.8% |
| O=C(Nc1ccnn1C1CCN(Cc2c[nH]c3ccccc23)CC1)c1ccccc1 | 10.3% | i | 13.2% | u | -31.4% | 1.9% | 6.5% | 15.8% | -7.9% |
| CCOC(=O)COc1ccc2c(c1)c(C(C)=O)c(C)n2-c1ccccc1 | 0.7% | i | 14.7% | 17.5% | -3.7% | -0.5% | 16.1% | -3.3% | -7.2% |
| O=C(O/N=C1\CCCc2ccccc21)c1cccc(Cl)c1 | 0.7% | i | 5.01µM* | 36.5%[activator] | 4.1% | -1.5% | 7.5% | -11.7% | -10.1%[57.5 µM] |
| CN(C)CCn1c2c(c(SCC(=O)Nc3nccs3)nc1=O)CCCC2 | -6.1% | i | 8.9% | -15.1% | 12.8% | 1.5% | -1.0% | -2.0% | i |
| Fc1ccc2cc(-c3ccccc3F)ncc2c1 | 0.9% | i | 10.2% | 14.2% | 3.3% | -0.3% | -1.4% | -2.9% | i |
| CCc1ccccc1NC(=O)CCC(=O)N1CCSc2ccccc21 | u | i | -2.7% | -21.9% | 5.7% | 1.8% | 3.6% | 2.0% | -9.5% |
| CC1(C)CC(=O)C(C=NCCN2CCN(C(=O)CC3CCCC3)CC2)=C(O)C1 | 8.3% | i | 10.7% | 5.7% | 1.4% | 0.6% | x | 11.6% | i |
| CCN(C(=O)COC(=O)c1ccc2c(c1)OCO2)c1c(N)n(Cc2ccccc2)c(=O)[nH]c1=O | -4.4% | i | 2.2% | 4.6% | 19.1% | -6.1% | 12.4% | -14.5% | i |
| O=C(Nc1ccccc1)OCCOc1ccc(Br)cc1 | -2.2% | i | 18.0% | u | 7.6% | 0.2% | -5.7% | 6.4% | -19.2% |
| CN(CCc1ccccc1)C1CCCN(S(=O)(=O)CC(F)(F)F)C1 (configuration not stated) | -0.2% | i | -4.4% | -12.6% | -0.8% | u | -3.7% | 6.4% | -6.8% |
| O=C(Oc1ccc(C(=S)N2CCOCC2)cc1)c1ccc(F)cc1 | 10.1% | i | 7.08µM* | 1.1% | -27.3% | -0.3% | 12.5% | 1.3% | -0.8% |
| Cc1noc(C)c1CSCC(=O)Nc1cc(C(F)(F)F)ccc1N1CCOCC1 | -0.3% | i | 20.8% | 3.3% | 11.0% | 2.1% | x | 2.1% | i |
| CCC1CCC/C1=N\NC(=O)c1ccccc1C (configuration not stated) | -3.4% | i | -9.6% | -27.8% | u | x | -9.0% | 13.6% | -7.4% |
| COc1ccc(Cl)cc1-c1nc(SCC(=O)NCC2CCCO2)n[nH]1 (configuration not stated) | -2.8% | i | -7.8% | 13.2% | 4.5% | -0.9% | 7.3% | -0.6% | -29.6% |
| CN(C)CCCNC(=O)Cc1ccc(Br)cc1 | -5.0% | i | 1.1% | 14.3% | 15.6% | -0.3% | x | 2.0% | i |
| Cc1ccc(NC(=O)CSc2nnc(COc3ccc(Cl)cc3)o2)cc1 | x | x | 17.1% | -5.0% | 23.5% | x | -13.8% | 5.7% | i |
| CC1CC(C)CN(S(=O)(=O)c2cc3c4c(c2)C(C)C(=O)N4CCC3)C1 (configuration not stated) | 3.4% | i | 10.7% | 26.2% | -2.5% | 1.7% | u | -22.6% | i |
| CCOc1ccc(C(=O)/C=C/c2cn(CC(O)CN3CCc4ccccc43)c3ccccc23)cc1 (configuration not stated) | -1.5% | x | -4.3% | u | 31.1%[activator] | x | u | -21.8% | -2.8% |
| COCC(=O)n1nc(-c2ccccc2)nc1NCc1cccs1 | 13.4% | i | -0.1% | 21.1% | -3.1% | -5.0% | -2.1% | -8.3% | i |
| CCn1c(NC(=O)c2ccco2)c(-c2ccccc2Cl)c(=O)c2ccccc21 | -6.1% | i | 15.8% | 2.8% | -6.3% | 0.0% | 6.1% | -10.6% | -0.4% |
| Cc1nonc1NC(=O)CSc1nc(CCC2CCCC2)nc2ccccc12 | 7.9% | i | 13.6% | -24.0% | -24.6% | -0.7% | -19.5% | 15.5% | -69.4%[inhibitor] |
| CCOc1ccc(CN(C)C(=O)c2ccc3ccccc3n2)cc1 | 0.0% | i | 5.9% | 16.2% | 7.0% | -2.0% | -9.7% | -10.6% | -5.7% |

A portion of the library; count on the stated rates, not on these rows.
